Screening results: PubChem BioAssay, Broad Institute
PAX8 reporter – PAX8 transcriptional activity inhibition. RMG-I TPO-luciferase reporter, SteadyGlo, 24 h. inhibition, % at 12.6 µM. 360,000 compounds, 1.2% hits. AID 652154;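 active = mean replicate inhibition at least 60% with every replicate also reaching 60%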;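 also: luciferase light reporting Pax8 driven TPO promoter activity; plate controls were median of neutral control wells for no effect and mitoxantrone controls for full effect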
miR-122 sensor – miR-122 inhibition in Huh7 cells; Huh7 miR-122 Renilla luciferase sensor, 48 h; neutral wells = 0, positive control = 100; activation (reporter increase), % at 12.5 µM; 340,000 compounds, 0.3% hits;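 active = mean replicate activation score at least 90 and every replicate individually at or above 90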;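 also: higher luciferase means less miR-122 activity so hits act as miR-122 inhibitors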
Casp6 inh – caspase-6 (human) enzyme inhibition; inhibition, % at 12.5 µM; P55212; 350,000 compounds, 0.53% hits; purified caspase-6, Z-VEID-R110 cleavage fluorescence;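 active = mean inhibition across replicates at least about 35%, with every replicate also reaching that limit, limit read from the data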;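 also: 0% = median of neutral control wells and 100% = no fluorescence left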
Target sequence (P55212 24-179 limits assumed): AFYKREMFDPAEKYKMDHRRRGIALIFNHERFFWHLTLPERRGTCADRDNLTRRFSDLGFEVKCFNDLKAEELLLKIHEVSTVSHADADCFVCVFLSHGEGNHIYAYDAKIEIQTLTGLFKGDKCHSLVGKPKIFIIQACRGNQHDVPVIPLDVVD
Target sequence (P55212 194-293 limits assumed): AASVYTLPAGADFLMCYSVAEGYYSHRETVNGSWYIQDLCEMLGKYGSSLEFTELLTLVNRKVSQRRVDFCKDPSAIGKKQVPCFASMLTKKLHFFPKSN
FN deposit inh – fibronectin deposition inhibition; 350,000 compounds, 0.086% hits; inhibition, % at 12.6 µM; AH1F fibroblasts, Alexa488-fibronectin deposition fluorescence, overnight;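 active = mean inhibition across replicates of 30% or more, regardless of how many single replicates reach that level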;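 also: positive control wells lacked labelled fibronectin entirely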
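Schedule: 1 h cell adhesion before compound, then overnight fibronectin incubation; test system: AH1F fibroblast monolayer depositing Alexa488-labelled fibronectin into matrix; quantity: 10000 AH1F cells per well; probe or stimulus: fluorescent fibronectin at 24 nM final; signal: fluorescence, ex 485 nm, em 525 nm; evaluation: percent inhibition as loss of matrix-bound fibronectin fluorescence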
Cneo AK release – causes C. neoformans cell lysis | 360,000 compounds, 0.2% hits | adenylate kinase release luminescence, 4 h; normalised: neutral wells 0, clomiphene wells 100 | lysis activity, % at 15 µM | AID 651654;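 active = mean lysis activity across replicates of at least 80%, whatever share of replicates individually reach that level; inactive = mean lysis activity below 80%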
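Assay system: Cryptococcus neoformans yeast cells / Dosing: single-point compound dose / Timing: 4 h at 37 °C static, read 1 h later / Measured by: luminescence of released adenylate kinase using an AK detection reagent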
EWS-Fli block – blocks EWS/Fli oncoprotein-driven transcription | A673 NR0B1-luciferase reporter, viability-normalised | inhibition, % at 12.6 µM | 350,000 compounds, 0.67% hits;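 active = mean inhibition of at least 50% after viability correction, with every replicate also passing that limit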;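 also: firefly luciferase signal divided by Alamar Blue viability fluorescence both relative to DMSO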
PGC1a acetyl inh – PGC1a acetylation modulation, inhibitor mode; AID 651687; inhibition, % at 15.6 µM; U2OS PGC1a acetylation, AlphaScreen anti-acetyl-lysine; with virally co-expressed GCN5 acetyltransferase; 350,000 compounds, 0.17% hits;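 active = every replicate shows inhibition of at least 40%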;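 also: 0% = neutral control wells and 100% = positive control wells; some results beyond the cut were filed as inactive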
LGR2 inh – Drosophila LGR2 receptor signaling inhibition. 380,000 compounds, 0.35% hits. inhibition, % at 9.99 µM. HEK293 LGR2, CRE-luciferase, bursicon-stimulated, 4 h. AID 720647;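 active = drop in luminescence signal, shown as inhibition above about 50% in the replicate tests, limit read from the data, passing the limit was not always enough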;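 also: agonist challenge used bursicon conditioned medium at about half maximal strength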
Starred values were filed as active, the others as inactive; / = not tested or not shown; & = joins results of further samples; [ ] = dose if it differs, or a comment. Not a hit list; 2.5% or so of the library scored in one or more.

no.	SMILES	Casp6 inh	miR-122 sensor	FN deposit inh	EWS-Fli block	PGC1a acetyl inh	LGR2 inh	PAX8 reporter	Cneo AK release
1	S=C(Nc1ccc(OCc2ccccc2)cc1)Nc1cccc(Cl)c1Cl	/	0	-1	/	/	-26	-13	-1
2	CCOC(=O)C1=C(COC(=O)c2cc(Br)c(Br)s2)NC(=O)NC1C (configuration not stated)	5	-1	-3	-6	6	10	10	2
3	Cc1ccc(C)c(N2N=C(C(=O)NCCN3C(=O)S/C(=C\c4cccnc4)C3=O)CCC2=O)c1	2	-1	2	1	5	6	24	-1
4	COc1ccc(CN2C[C@@H](O)COC[C@@H]3O[C@@H](CC(=O)N4CCc5ccccc5C4)CC[C@H]32)cc1	0	-10[16.7 µM]	1	4	-7	12	7	-2
5	Cc1cc(N2CCN(c3ccccc3)CC2)nc(N2CCOCC2)n1	-3	-1	-1	-4	-27	-19	6	12
6	CCOc1ccc(S(=O)(=O)N2CCOCC2)cc1NC(=O)CSCC(=O)Nc1cccc(C)c1	1	25	/	5	/	8	4	3
7	COc1ccc(Cn2c(CCC(=O)Nc3ccc(C)c(C)c3)nc3cccnc32)cc1	/	1	18	/	-2	/	/	1
8	CCOc1ccccc1C1NC(=O)c2ccccc2O1 (configuration not stated)	-2	-3	3	-1	3	-5	-17	-2
9	O=C(O)CC(NC(=O)c1ccc2c(c1)OCO2)c1cccc([N+](=O)[O-])c1 (configuration not stated)	8	0	-12	-3	2	11	5	/
10	Fc1ccc(-c2nc3c4ccccc4ccn3c2Cc2ccsc2)cc1	31	0	4	-18	-8	-67	-10	-1
11	CCCCc1c(O)nc(SCC(=O)Nc2ccc(OC)cc2)n(-c2ccc(C)c(C)c2)c1=O	-1	-2	-5	-7	8	-3	-25	-1
12	COc1ccc(/C(CC2(O)C(=O)Nc3ccccc32)=N\O)cc1 (configuration not stated)	/	-5	-2	/	-1	/	-11	0
13	O=C(NCCCN1CCOCC1)c1ccccc1N1C(=O)[C@@H]2Cc3c([nH]c4ccccc34)C(c3ccccc3)N2C1=O (some centres not stated)	-1	-1	/	10	-320	/	/	1
14	CCOC(=O)N1CCN(C(=O)c2cc(C)no2)CC1	-2	-7	2	0	7	-32	9	0
15	OC[C@H]1[C@@H](c2ccc(Br)cc2)[C@@H]2CNCCCCN12	4	3[16.7 µM]	2	7	4	2	-10	4
16	CCN(Cc1ccccc1)c1ccc(/C=N/NS(=O)(=O)c2ccc(C)c([N+](=O)[O-])c2)cc1	5	/	10	1	/	/	-8	/
17	COc1ccc(N=C2SCC(=O)N2C)cc1	0	-7	-6	1	-1	4	-7	1
18	COc1ccc(CN(C)C[C@H]2Oc3c(NC(=O)Nc4ccc(C(F)(F)F)cc4)cccc3C(=O)N([C@@H](C)CO)C[C@H]2C)cc1	4	0[16.7 µM]	/	5	1	1	-12	0
19	COc1ccc(C2=NOC(Cn3nc(-c4ccccc4)cc3C(=O)NCc3ccc(C)cc3)C2)cc1 (configuration not stated)	4	8	0	-1	-5	-4	-25	1
20	CSc1ccccc1C(=O)N(C)C(c1ccccc1)c1ccccc1	2	9	-3	13	-10	7	-13	1
21	Cc1ccc(S(=O)(=O)Nc2cc(C)cn(Cc3ccc(F)cc3)c2=O)cc1	6	/	6	35	/	-1	-8	0
22	CN(C)C(/C=C/Nc1ccccc1F)=C(C#N)C#N	/	11	-9	/	13	-12	/	4
23	CC(C)CNC(=O)c1ccccc1C(=O)NC1(C(=O)NCC(C)C)CCCC1	4	-2	2	-5	-4	-5	-2	0
24	COc1cc(OC)c(NC(=O)C(=O)CC(=O)c2ccc(C)cc2C)cc1Cl	5	14	4	36	11	13	1	-1
25	C=CCc1ccccc1OCC(O)CNC1CCCC1 (configuration not stated)	-35	-1	-1	/	-9	0	-1	11
26	CCN(C(=O)COc1ncnc2ccccc12)C1CCCCC1	-7	1	/	8	-3	14	11	-1
27	CN(CCC1CCOCC1)C(=O)CC1C(=O)NCCN1Cc1ccoc1 (configuration not stated)	-5	/	-1	3	8	-2	11	/
28	CCCC(=O)Nc1ccc2c(c1)C(=O)N(C)C[C@H](OC)[C@H](C)CN(Cc1ccccc1)[C@H](C)CO2	-8	24[16.7 µM]	-5	0	4	4	/	4
29	CCOCCCNC(=O)c1ccc2c(=O)n(Cc3ccc(OC)cc3)c(=O)[nH]c2c1	0	0	1	-9	-3	2	1	0
30	O=C(NC[C@@H]1CC[C@H]2[C@H](CN2Cc2ccccc2F)O1)C1CCCCC1	1	/	/	-2	3	/	-10	/

Four structures already listed, sorted by count of non-hydrogen atoms, descending.
no.	SMILES	Casp6 inh	miR-122 sensor	FN deposit inh	EWS-Fli block	PGC1a acetyl inh	LGR2 inh	PAX8 reporter	Cneo AK release
28	CCCC(=O)Nc1ccc2c(c1)C(=O)N(C)C[C@H](OC)[C@H](C)CN(Cc1ccccc1)[C@H](C)CO2	-8	24[16.7 µM]	-5	0	4	4	/	4
10	Fc1ccc(-c2nc3c4ccccc4ccn3c2Cc2ccsc2)cc1	31	0	4	-18	-8	-67	-10	-1
20	CSc1ccccc1C(=O)N(C)C(c1ccccc1)c1ccccc1	2	9	-3	13	-10	7	-13	1
2	CCOC(=O)C1=C(COC(=O)c2cc(Br)c(Br)s2)NC(=O)NC1C (configuration not stated)	5	-1	-3	-6	6	10	10	2

Further structures follow:
no.	SMILES	Casp6 inh	miR-122 sensor	FN deposit inh	EWS-Fli block	PGC1a acetyl inh	LGR2 inh	PAX8 reporter	Cneo AK release
31	Brc1ccc(COc2cccc3cccnc23)cc1	0	-4	-6	-123	-6	-62	-114	6
32	O=C(CCC1CCCC1)c1c(O)c2ccccc2oc1=O	1	/	5	-24	/	-24	-12	0
33	CC(=O)/C(C=Nc1noc(C)c1Br)=C(\C)O	-2	/	-5	2	/	4	-16	/
34	NC(=O)c1ccc(NC(=O)COC(=O)c2cc3c(s2)CCC3)cc1	29	-6	-5	7	2	-4	-2	-1
35	C[C@H](CO)N1C[C@H](C)[C@H](CN(C)C(=O)NC2CCCCC2)Oc2cc(/C=C/c3ccccc3)ccc2S1(=O)=O	-4	-38[16.7 µM]	/	15	6	27	59	1
36	CSC1=Nc2ccccc2N=C(N2CCCC2)C1	13	/	1	2	/	-5	10	/
37	COc1cccc2c(=O)n(CC(=O)N3CCCCCC3)ccc12	-2	-4	-12	-6	5	-4	11	4
38	COCC1CCN(C(=O)c2cc(COc3ccc4ncccc4c3)on2)CC1	-4	3	-6	-2	/	17	1	/
39	COc1cc(C(=S)N2CCCC2)cc(OC)c1O	/	-17	-6	/	6	-9	/	/
40	Cc1ccc(N(C(C)C(=O)Nc2cccc(N(C)S(C)(=O)=O)c2)S(C)(=O)=O)cc1 (configuration not stated)	-5	/	1	0	8	-4	17	/
41	C[C@@H]1CN([C@@H](C)CO)C(=O)c2cc(NC(=O)C3CCCCC3)ccc2O[C@@H](C)CCCCO[C@@H]1CN(C)Cc1ccncc1	-7&7&0	0	0	0&-12	-13&-4&5	0&5	-10&-3&10	3&-3&-9
42	O=C(CN1CCN(Cc2cccc(Cl)c2)C1=O)NCc1ccccn1	1	3	1	1	1	-8	12	0
43	CN(Cc1ccc(F)cc1)C(=O)c1cccc(OCc2ccccc2)c1	2	-2	4	0	-8	-3	-12	-3
44	Cc1ccc(S(=O)(=O)N(C)c2ccc(C(=O)Nc3ccc(C)cn3)cc2)cc1	1	-2	3	9	-16	10	-7	/
45	CN(C)c1ccc(N=Nc2cccc3ccoc23)cc1	-2	-11	2	-59	0	-117	-114	-4
46	COc1ccc(S(=O)(=O)N(C)C)cc1NC(=O)CN1C(=O)NC2(CCCC2)C1=O	0	/	6	-9	/	18	2	-1
47	CCc1ccc(OCc2n[nH]c(=S)n2Cc2ccccc2)cc1	-5	8	-3	21	-2	5	-15	17
48	O=C(O)C1CCN(C(=O)c2cccc3ccccc23)CC1	-5	/	-2	4	/	7	5	2
49	Cn1c(NC(=O)c2ccccc2Br)cc(=O)n(C)c1=O	1	-1	-4	-4	11	-3	20	2
50	C=CCOc1ccc(-c2nc3c(c(=O)[nH]c(=O)n3CCC)n2CCCC)cc1	1	-3	1	14	1	3	-5	2
51	C#CCOCCOCCOCCNc1nc(N2CCN(C(=O)Cn3cc(CCO)nn3)CC2)nc(N2CCN(C(=O)Cn3cc(CCCN=C(N)N)nn3)CC2)n1	-12	-2	1	-1	-7	-5	-11	0
52	COc1cccc(-c2cc(C(=O)N3CCN(S(=O)(=O)c4ccc(Br)cc4)CC3)[nH]n2)c1	-3	-6	6	6	-27	0	12	-17
53	COc1ccc(C#Cc2cnc3c(c2)C(=O)N([C@@H](C)CO)C[C@H](C)[C@H](CN(C)C(=O)CN(C)C)O3)cc1	2	1[16.7 µM]	12	-19	14	-17	/	-2
54	CC1=NN(C(=O)COc2ccc(C)c(C)c2)C(O)(c2ccccc2)C1 (configuration not stated)	-2	/	-5	12	/	-11	10	/
55	CCOC(=O)c1c(C)c[nH]c1C	-2	-2	4	-6	-15	-4	7	/
56	Cc1ccc(CNS(=O)(=O)NCc2ccccc2F)cc1	4	18	/	0	12	2	-18	3
57	Cc1ccc(C)c(-n2c(-c3csc(C)c3)n[nH]c2=S)c1	/	-9	-7	/	-1	/	/	-1
58	Cc1ccc(CN2C(=O)C(CC(C)C)Nc3ncnc(N4CCN(c5ccccn5)CC4)c32)cc1 (configuration not stated)	2	9	-8	17	-17	16	1	16
59	CC(C)COP(=O)(c1ccc(N(C)C)cc1)C(Nc1ccccc1)c1ccccc1 (configuration not stated)	/	9	-1	/	-2	14	9	0
60	Cc1ccc2nc3c(cc(C(=O)NCC4CCCO4)c(=N)n3C3CCCC3)c(=O)n2c1 (configuration not stated)	2	2	3	14	/	7	-20	2
61	Cc1cc(Cl)ccc1-c1cc2nc(NCCCN(C)C)n(C)c(=O)c2s1	-13	1	4	-13	/	/	-20	0
62	CCCNC(=O)N1C[C@H](O)COC[C@@H]2O[C@H](CC(=O)N3CCC(Cc4ccccc4)CC3)CC[C@H]21	1	-3[16.7 µM]	-6	2	-3	13	9	2

Whole records from above:
Shown for CCc1ccc(OCc2n[nH]c(=S)n2Cc2ccccc2)cc1 = Casp6 inh = -5; miR-122 sensor = 8; FN deposit inh = -3; EWS-Fli block = 21; PGC1a acetyl inh = -2; LGR2 inh = 5; PAX8 reporter = -15; Cneo AK release = 17
Shown for Cc1ccc2nc3c(cc(C(=O)NCC4CCCO4)c(=N)n3C3CCCC3)c(=O)n2c1 (configuration not stated) = Casp6 inh = 2; miR-122 sensor = 2; FN deposit inh = 3; EWS-Fli block = 14; PGC1a acetyl inh = /; LGR2 inh = 7; PAX8 reporter = -20; Cneo AK release = 2
